Compound activity as filed in PubChem.
Bim-Bcl-2: inhibitors of Bim-Bcl-2 binding, primary screen, biochemical, multiplexed, human Bcl-2 family. inhibition, % at 10 µM. AID 950, 2007. 190,000 compounds, 0.06% hits. Bead-based flow cytometry, Bim peptide-Bcl-2 binding; in the data active means inhibition above about 40%; inconclusive means no clear call, values can overlap the other calls;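 further: 0% = no compound wells with probe peptide and 100% = reference peptide inhibitor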
Target sequence (P10415 whole entry, looked up): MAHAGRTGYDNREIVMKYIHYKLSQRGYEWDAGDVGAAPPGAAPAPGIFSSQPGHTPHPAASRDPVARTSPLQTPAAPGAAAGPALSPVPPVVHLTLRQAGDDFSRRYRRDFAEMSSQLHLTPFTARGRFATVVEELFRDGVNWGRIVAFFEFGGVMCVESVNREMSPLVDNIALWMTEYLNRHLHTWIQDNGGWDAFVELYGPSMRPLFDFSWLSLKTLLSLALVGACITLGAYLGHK
RGS8-Gao reg: RGS8-Galphao binding modulators, primary screen, biochemical, multiplexed bead flow cytometry | Guanine nucleotide-binding protein G(o) subunit alpha (Homo sapiens), P09471 | actives lie on both sides | AID 1423, 2008 | 220,000 compounds, 0.34% hits | response (percent of control binding), % at 10 µM; in the data active means response below about 60% or above about 140%; inactive means in between;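 further: Galphao activated as the GDP aluminium fluoride complex binding bead-coupled RGS8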
Target sequence (P09471 whole entry, looked up): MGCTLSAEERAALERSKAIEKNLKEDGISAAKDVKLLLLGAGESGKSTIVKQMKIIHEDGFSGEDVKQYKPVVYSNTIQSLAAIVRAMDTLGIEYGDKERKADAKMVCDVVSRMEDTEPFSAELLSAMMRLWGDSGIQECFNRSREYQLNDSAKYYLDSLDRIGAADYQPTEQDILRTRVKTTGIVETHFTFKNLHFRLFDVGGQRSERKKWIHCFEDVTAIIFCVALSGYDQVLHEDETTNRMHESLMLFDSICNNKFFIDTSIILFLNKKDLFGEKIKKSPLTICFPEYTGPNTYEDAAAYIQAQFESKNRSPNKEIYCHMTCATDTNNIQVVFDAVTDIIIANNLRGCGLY
Bcl-W Bim block: inhibitors of Bim binding to Bcl-W, primary screen, biochemical, multiplexed, bead-based flow cytometry | Bcl-2-like protein 2 (Homo sapiens), Q92843 | Bim peptide-Bcl-W binding | inhibition, % at 10 µM | 190,000 compounds, 0.02% hits;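 further: 0% = bound tracer without compound and 100% = peptide blocker; higher means less fluorescent Bim peptide bound to Bcl-W beads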
Target sequence (Q92843 whole entry, looked up): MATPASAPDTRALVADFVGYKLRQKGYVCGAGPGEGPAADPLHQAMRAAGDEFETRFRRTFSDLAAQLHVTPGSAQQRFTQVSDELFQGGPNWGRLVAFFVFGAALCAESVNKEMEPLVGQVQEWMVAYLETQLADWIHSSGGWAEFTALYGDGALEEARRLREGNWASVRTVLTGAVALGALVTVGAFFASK
Bim-Bcl-B: inhibitors of Bim-Bcl-B binding, primary screen, biochemical, multiplexed, human Bcl-2 family. Bcl-2-like protein 10 (Homo sapiens), Q9HD36. bead-based flow cytometry, Bim peptide-Bcl-B binding. inhibition, % at 10 µM. 190,000 compounds, 0.073% hits;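 further: 0% = tracer peptide without compound and 100% = reference inhibitor peptide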
RGS4-Gao reg: modulators of RGS4 binding to Galphao, primary screen, biochemical, multiplexed bead flow cytometry | actives lie on both sides | binding response (% of control), % at 10 µM | 220,000 compounds, 0.33% hits | AID 1415, 2008; in the data active means binding response below about 49% or above about 150%; inactive means in between;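 further: fluorescent Galphao activated with aluminum fluoride binding bead-coupled RGS4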
ABCG2 block: ABCG2 efflux pump inhibitors, primary screen, multiplex with ABCB1, IgMXP3 cells, flow cytometry; Broad substrate specificity ATP-binding cassette transporter ABCG2 (Homo sapiens), Q9UNQ0; JC-1 efflux; inhibition, % at 6.6 µM; 190,000 compounds, 0.1% hits; AID 1325, 2008;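 active means inhibition above 80%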;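 further: 0% = DMSO and 100% = nicardipine control wells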
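Test system: IgMXP3 (ABCG2) plus far-red-tagged CCRF-Adr (ABCB1) cells. Reagent: JC-1 dye as substrate. Timing: 10 min exposure at 25 °C with rotation, no wash. Measured by: flow cytometric JC-1 green MFI at 530 nm. Read-out: percent efflux inhibition, scaled nicardipine 100% to DMSO 0%. Control set: nicardipine and DMSO wells.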
GSH bead fluor: compound fluorescence on glutathione beads, profiling panel, artefact control, biophysical, 488/530 nm, flow cytometry; GSH beads flow cytometry, compound fluorescence 488/530 nm; hits give high values; fluorescence (KMESF) at 10 µM; 190,000 compounds, 0.25% hits; AID 1776, 2009; in the data active means fluorescence above about 89;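 further: glutathione beads carrying GST-tagged Bcl family fusion proteins plus one bare bead set; values are compound well signal with DMSO vehicle wells as background; inactives centre near 16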
ABCB1 inh: ABCB1 efflux pump inhibitors, primary screen, cell-based, multiplex, flow cytometry, ABCG2 counter-screen | CCRF-Adr cells, JC-1 efflux | inhibition, % at 6.6 µM | 190,000 compounds, 0.067% hits | AID 1326, 2008; in the data active means inhibition above about 40%;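 further: 0% = vehicle and 100% = reference inhibitor; higher value means more JC-1 retained so stronger ABCB1 efflux block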
Bim-Bfl-1: inhibitors of Bim binding to Bfl-1, primary screen, biochemical, multiplexed, bead-based flow cytometry; 190,000 compounds, 0.12% hits; Bcl-2-related protein A1 (Homo sapiens), Q16548; Bim-Bfl-1 binding inhibition; AID 1008, 2008; inhibition, % at 10 µM;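 further: 0% = wells without compound plus tracer and 100% = blocker peptide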
Bim-Bcl-XL: inhibitors of Bim-Bcl-XL binding, primary screen, biochemical, multiplexed, bead flow cytometry, human Bcl-XL; AID 1007, 2008; inhibition, % at 10 µM; Bim peptide-Bcl-XL binding, fluorescence; Bcl-2-like protein 1 (Homo sapiens), Q07817; 190,000 compounds, 0.04% hits
Target sequence (Q07817 whole entry, looked up): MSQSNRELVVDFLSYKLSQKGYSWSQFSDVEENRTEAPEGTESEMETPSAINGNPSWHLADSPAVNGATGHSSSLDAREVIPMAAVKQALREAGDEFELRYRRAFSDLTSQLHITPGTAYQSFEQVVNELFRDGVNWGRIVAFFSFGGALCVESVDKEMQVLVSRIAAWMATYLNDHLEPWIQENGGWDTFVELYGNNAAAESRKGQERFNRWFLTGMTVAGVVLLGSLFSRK
RGS7-Gao reg: RGS7-Galphao binding modulators, primary screen, biochemical, multiplexed bead flow cytometry. actives lie on both sides. AID 1439, 2008. binding response (% of control), % at 10 µM. 220,000 compounds, 0.35% hits. Guanine nucleotide-binding protein G(o) subunit alpha (Homo sapiens), P09471; in the data active means binding response below about 49% or above about 150%; inconclusive means no clear call, values can overlap the other calls; inactive means in between;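 further: fluorescent Galphao held in activated GDP-AlF4 state binding bead-coupled RGS7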
Numbers without * were called inactive; ? = inconclusive. Unless noted, no stated cut-off is given here; in the data, active means inhibition above about 40%.

SMILES | Bim-Bcl-2 | RGS8-Gao reg | Bcl-W Bim block | Bim-Bcl-B | RGS4-Gao reg | ABCG2 block | GSH bead fluor | ABCB1 inh | Bim-Bfl-1 | Bim-Bcl-XL | RGS7-Gao reg
CCOC(=O)N/N=C\c1ccc(C)s1 | -8 | 101 | -5 | -8 | 100 | 1 | 13 | -0.1 | -3 | -4 | 101
COc1ccc(-c2[nH]ncc2CNCc2cc(C)n(C)n2)c(F)c1 | -6 | 101 | 0 | -4 | 99 | -1 | 15 | -0.4 | -9 | -3 | 98
O=C(Nc1ccc(-c2noc(CCc3ccccc3)n2)cc1)c1cccnc1 | -1 | 99 | 0 | 0 | 94 | 0 | 25 | 0.3 | 0 | -2 | 94
FC(F)(F)c1cccc(CNC(=S)Nc2ccccc2)c1 | -1 | 116 | -3 | -2 | 120 | 1 | 11 | 0.2 | 2 | -3 | ?
Cc1cccc(-n2c(SCCC(=O)O)nnc2-c2cccs2)c1C | 0 | 99 | -2 | -4 | 97 | 2 | 14 | 0.3 | 0 | -1 | 94
Cc1sc(NC(=O)CSc2nnc(CCNC(=O)c3cccs3)n2C)nc1-c1ccccc1 | -39 | 102 | -37 | -47 | 102 | 6 | 52 | 0.5 | -37 | -32 | 102
CCOC(=O)Cc1csc(NC(=O)CSc2nnc(C(C)C)n2CC)n1 | -16 | 97 | -7 | -9 | 97 | 30 | 29 | 1.8 | -18 | -11 | 100
C=CCN1C(=O)C(CC(=O)Nc2ccc(C)cc2)SC1=Nc1c(C)n(C)n(-c2ccccc2)c1=O (stereo not given) | -1 | 95 | -4 | -2 | 97 | 7 | 14 | 1.3 | -2 | -2 | 100
Cc1onc(-c2ccccc2Cl)c1C(=O)Oc1cc(N)n(S(=O)(=O)c2ccc(F)cc2)n1 | -12 | 99 | -2 | -9 | 100 | 2 | 23 | 1.2 | -10 | -8 | 102
Nc1cc(=O)[nH]c(=S)n1-c1ccccc1 | -2 | 96 | -1 | -7 | 93 | 0 | 20 | -0.1 | 2 | -2 | 93
NC(CC(=O)NC(c1ccccc1)(c1ccccc1)c1ccccc1)C(=O)O (stereo not given) | -7 | 96 | 0 | -4 | 93 | 0 | 16 | 0.0 | -3 | -3 | 93
CCN1C(=O)/C(=C\N(C)C)S/C1=N\S(=O)(=O)c1ccc(C)cc1 | -5 | 90 | -4 | -1 | 92 | 4 | 71 | 1.0 | 0 | -2 | 85
COc1cc(C(=O)NCCC(C)C)c([N+](=O)[O-])cc1OC | -1 | 101 | 0 | 0 | 100 | 5 | 26 | 0.9 | -1 | -1 | 99
CCSc1nncn1/N=C/c1ccc(OC)c(OC)c1 | -5 | 101 | 0 | -5 | 103 | 0 | 59 | -0.2 | -9 | 16 | 101
CC(C)CCn1nnnc1C(C(C)C)N1CCC(C(N)=O)CC1 (stereo not given) | -7 | 104 | -7 | -8 | 108 | -1 | 21 | -0.2 | -6 | -3 | 106
NS(=O)(=O)c1ccc(NC(=S)NC(=O)c2cccc(Br)c2)cc1 | -4 | 101 | -2 | -6 | 102 | 14 | 19 | 0.8 | -5 | -1 | ?
Cc1oc(CSCC2CCCO2)cc1C(=O)O (stereo not given) | 1 | 100 | 3 | 1 | 99 | 2 | 28 | 0.1 | 0 | 0 | 98
Cc1ccc(C(=O)NCCNC(=O)CN2CCOCC2)cc1 | -1 | 103 | 0 | -3 | 104 | 3 | 11 | 0.3 | 0 | 0 | 105
O=C(COC(=O)c1cc2ccccc2cc1O)Nc1cccnc1Cl | 3 | 102 | -2 | -4 | 100 | 4 | 5 | -0.2 | 0 | -3 | 103
O=C(CCN1C(=O)/C(=C\c2cccs2)SC1=S)Nc1nccs1 | 3 | 100 | 0 | 1 | 102 | 1 | 9 | 0.0 | 0 | -3 | 100
Fc1ccc2nc3[nH]c4ccccc4c3nc2c1 | -1 | 101 | -2 | -3 | 102 | 2 | 14 | 0.3 | 0 | -5 | 99
COc1ccc(C(=O)OCC(=O)Nc2ccc([N+](=O)[O-])cc2OC)c(O)c1 | -5 | 100 | 2 | -3 | 99 | 8 | 17 | -0.1 | -2 | -3 | ?
COc1ccc(NC(=O)CN2CCCN(S(=O)(=O)c3ccc(F)cc3)CC2)c(OC)c1 | -4 | 99 | 2 | -4 | 100 | 6 | 14 | 2.4 | -4 | -1 | 108
CC(O)C(NS(=O)(=O)c1ccc(Cl)cc1)C(=O)OCc1cc([N+](=O)[O-])cc2c1OCOC2 (stereo not given) | -2 | 100 | 3 | 0 | 100 | 8 | 9 | 2.0 | -2 | 0 | ?
CCN1CCN(CCCNC(=O)C(NC(=O)C2CCC(C)CC2)C(C)C)CC1 (stereo not given) | -6 | 101 | -1 | -3 | 102 | 1 | 4 | 0.3 | -13 | -7 | 103
COc1ccc(Cl)cc1C(=O)NCc1cn(C)nc1C | 0 | 99 | -5 | -1 | 99 | 1 | 10 | 0.0 | 0 | -4 | 99
CCCN1C(=O)/C(=C/c2ccco2)SC1=Nc1ccc(OC)cc1 | -1 | 102 | -3 | -8 | 99 | 16 | 30 | 0.9 | -20 | -5 | 99
CC(=O)N(C(C)=O)n1c(C)nc2sc3c(c2c1=O)CCCC3 | 4 | 103 | 2 | 5 | 103 | -1 | 15 | -0.5 | -1 | 7 | 101
O=C1OC(c2ccccc2)/C(=C(/O)c2ccc(Cl)cc2)C1=O (stereo not given) | 0 | 103 | 2 | 1 | 106 | 4 | 12 | 0.7 | 0 | -2 | 109
O=C1c2cccc(OCc3ccc(F)cc3)c2CCN1Cc1ccccc1 | 2 | 102 | -4 | 0 | 99 | 33 | 11 | 1.1 | 2 | -6 | 98
CC(C)Cc1nc2n[nH]c(N)c2c2c1CCC2 | -7 | 98 | 2 | -5 | 94 | 3 | 27 | 0.7 | -7 | -15 | 94
CCOc1ccc(Oc2nc(C)cc(OC)n2)nn1 | 2 | 101 | 0 | -5 | 95 | 10 | 25 | 0.3 | -3 | -9 | 94
O=c1cc(-c2ccc(Cl)cc2)[nH][nH]1 | -8 | 96 | 0 | -8 | 96 | 0 | 37 | 0.2 | -12 | -3 | 99
CN1CCN(c2ccc(C(=O)NC3CCCCC3)cc2[N+](=O)[O-])CC1 | -4 | 120 | -4 | -3 | 100 | 1 | 21 | 0.2 | 0 | -5 | 101
COc1ccc(C(=O)N/N=C/c2ccccn2)cc1OC | 0 | 99 | -2 | -4 | 100 | 0 | 9 | -0.1 | -4 | -3 | 104
CC1CCCCC1NCC(=O)NCc1ccc(F)cc1 (stereo not given) | 0 | 99 | -2 | -4 | 101 | 0 | 15 | 0.0 | -5 | 0 | 102
COc1cccc2cc3c(=O)n(-c4ccccc4)nc-3oc12 | -4 | 92 | 0 | 0 | 86 | 2 | 15 | 0.4 | -9 | -1 | 85
CCN(c1ccccc1)S(=O)(=O)c1ccc(Cl)c(NC(=O)CSc2nncn2C)c1 | -5 | 108 | -1 | -6 | 109 | 1 | 12 | 0.4 | -1 | -8 | 105
O=[N+]([O-])c1ccc(/C=N/Nc2nc(N3CCCCC3)nc(N3CCCCC3)n2)cc1 | -1 | 104 | -2 | -3 | 103 | 6 | 24 | 1.8 | -7 | -4 | 104
CCCN(Cc1ccccc1)C(=S)Nc1ccc(C(C)=O)cc1 | -2 | 103 | 0 | -10 | 103 | 2 | 6 | -0.2 | -3 | -2 | 101

Three entries already listed, sorted by the value under Bim-Bcl-2, rising:
Molecule,Bim-Bcl-2,RGS8-Gao reg,Bcl-W Bim block,Bim-Bcl-B,RGS4-Gao reg,ABCG2 block,GSH bead fluor,Bim-Bfl-1,Bim-Bcl-XL,RGS7-Gao reg
O=[N+]([O-])c1ccc(/C=N/Nc2nc(N3CCCCC3)nc(N3CCCCC3)n2)cc1,-1,104,-2,-3,103,6,24,-7,-4,104
COc1ccc(C(=O)N/N=C/c2ccccn2)cc1OC,0,99,-2,-4,100,0,9,-4,-3,104
CCOc1ccc(Oc2nc(C)cc(OC)n2)nn1,2,101,0,-5,95,10,25,-3,-9,94

(further entries)
SMILES | Bim-Bcl-2 | RGS8-Gao reg | Bcl-W Bim block | Bim-Bcl-B | RGS4-Gao reg | ABCG2 block | GSH bead fluor | ABCB1 inh | Bim-Bfl-1 | Bim-Bcl-XL | RGS7-Gao reg
CC(C)(C)NCC(O)Cn1cc(C=O)c2ccccc21 (stereo not given) | 0 | 103 | -2 | -1 | 102 | 3 | 19 | 1.4 | -6 | -2 | ?
COc1cc(C2=Nc3c(c(C)nn3-c3ccccc3)P(=O)(N3CCOCC3)O2)cc(OC)c1OC (stereo not given) | -4 | 102 | 2 | -7 | 101 | 19 | 23 | 0.6 | -11 | -2 | 103
Cn1nnc2cc(C(=O)Nc3cccnc3)ccc21 | -3 | 101 | 0 | -8 | 102 | 0 | 47 | -0.1 | -5 | -7 | 99
O=C(CSc1nnc(COc2ccc(Cl)cc2)o1)N1CCOCC1 | -1 | 101 | -2 | -5 | 101 | -1 | 18 | -0.6 | -2 | -1 | ?
N#CCSc1nnc(CNc2cccc(Cl)c2)o1 | 0 | 113 | 3 | 1 | 110 | 3 | 69 | 0.2 | 2 | 7 | 112
Cc1ccc(C(=O)C[n+]2cc(Br)cc(Br)c2)cc1[N+](=O)[O-] | 1 | 100 | -1 | -5 | 100 | 0 | 14 | -0.1 | 4 | -4 | 99
O=C(N/N=C/c1ccc2cccc(OCc3ccccc3)c2n1)c1ccc(Br)cc1 | -2 | 97 | -3 | 0 | 95 | -2 | 8 | -0.6 | -1 | -3 | 89
CC(C)NCC(O)COc1ccc(Br)cc1 (stereo not given) | -3 | 99 | 1 | -3 | 100 | -2 | 16 | -0.1 | -6 | -1 | ?
Cc1nn(-c2ccccc2)c2c1C1(C(=O)N(C)c3ccccc31)C(C#N)=C(N)O2 (stereo not given) | 0 | 99 | -7 | -3 | 98 | 1 | 20 | 0.4 | -3 | -2 | 97
Nc1nc(CN2CCOCC2)cs1 | -8 | 101 | -5 | -11 | 99 | 4 | 23 | 0.5 | -17 | -8 | 99
CC(C)NS(=O)(=O)c1ccc(CCC(=O)Nc2ccc3c(c2)OCO3)cc1 | -16 | 98 | -5 | -10 | 101 | 7 | 26 | 0.7 | -22 | -10 | 95
Cc1cccc(NC(c2ccc(O)cc2)c2ccc3ccc(C)nc3c2O)n1 (stereo not given) | -7 | 100 | -1 | -13 | 100 | -8 | 36 | -1.4 | -16 | -5 | 97
O=C(O)c1cccnc1Oc1ccccc1 | -9 | 103 | -5 | -6 | 106 | 0 | 13 | -0.1 | -8 | -7 | 102
COc1ccc2nc(NC(=O)CSc3nnnn3C3CCCCC3)sc2c1 | -7 | 94 | 1 | -2 | 102 | 0 | 16 | -0.2 | 0 | -2 | 101
